Screens from PubChem BioAssay.
TRPC4 PAM = allosterically enhances the mouse TRPC4 cation channel; 310,000 tested, 0.42% active; AID 2227; HEK293 TRPC4beta/mu-opioid, DAMGO EC20, Fluo-4 Ca2+ flux; stronger effect = higher value; B-score at 10 µM;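 active = B-score of calcium response area above 5 SD of library B-scores, with initial fluorescence ratio within 5 SD of library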;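 note: B-score of integrated fluorescence ratio over time as area under calcium response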
KCNK9 inh = human KCNK9 channel inhibition. Q9NPC2. 310,000 tested, 1.2% active. HEK293 KCNK9, FluxOR thallium flux fluorescence; stronger effect = lower value. B-score at 10 µM;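 active = ratio B-score over 3 SD below the library mean, with starting fluorescence within 5 SD of its mean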;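 note: negative B-score means less thallium flux so channel inhibition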
Target sequence (Q9NPC2 whole entry, looked up): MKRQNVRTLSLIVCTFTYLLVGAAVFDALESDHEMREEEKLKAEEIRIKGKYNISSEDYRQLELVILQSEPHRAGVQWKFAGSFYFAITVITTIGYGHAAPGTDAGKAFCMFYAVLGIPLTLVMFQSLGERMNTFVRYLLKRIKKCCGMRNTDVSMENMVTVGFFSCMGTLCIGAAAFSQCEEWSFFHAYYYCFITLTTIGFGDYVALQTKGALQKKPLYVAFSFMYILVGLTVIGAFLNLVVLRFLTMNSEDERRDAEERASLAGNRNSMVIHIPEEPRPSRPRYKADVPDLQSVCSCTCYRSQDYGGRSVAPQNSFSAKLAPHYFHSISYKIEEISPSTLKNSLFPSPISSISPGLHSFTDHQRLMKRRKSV
hERG rescue = hERG (human) protection from proarrhythmic block. CHO-hERG, FluxOR thallium flux, dofetilide IC70 present. activation (rescue from dofetilide block), less the hit threshold, % at 10 µM. 310,000 tested, 0.51% active;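 active = activation above the mean of controls blocked by dofetilide plus 5 SD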;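 note: thallium influx through hERG after potassium depolarization seen as dye fluorescence rise; in these data hits start at about 4.7%; inactives centre near -7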
KCNQ1 block = inhibitors of human KCNQ1 potassium channel. B-score at 10 µM. P51787. 310,000 tested, 1.3% active. CHO-K1 KCNQ1, FluxOR thallium flux fluorescence; stronger effect = higher value;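 active = compounds whose thallium flux B-score, printed positive for inhibition, exceeds three library SD while starting fluorescence stays within three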;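 note: channel opened by potassium depolarization with thallium stimulus after 20 min compound exposure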
Target sequence (P51787 whole entry, looked up): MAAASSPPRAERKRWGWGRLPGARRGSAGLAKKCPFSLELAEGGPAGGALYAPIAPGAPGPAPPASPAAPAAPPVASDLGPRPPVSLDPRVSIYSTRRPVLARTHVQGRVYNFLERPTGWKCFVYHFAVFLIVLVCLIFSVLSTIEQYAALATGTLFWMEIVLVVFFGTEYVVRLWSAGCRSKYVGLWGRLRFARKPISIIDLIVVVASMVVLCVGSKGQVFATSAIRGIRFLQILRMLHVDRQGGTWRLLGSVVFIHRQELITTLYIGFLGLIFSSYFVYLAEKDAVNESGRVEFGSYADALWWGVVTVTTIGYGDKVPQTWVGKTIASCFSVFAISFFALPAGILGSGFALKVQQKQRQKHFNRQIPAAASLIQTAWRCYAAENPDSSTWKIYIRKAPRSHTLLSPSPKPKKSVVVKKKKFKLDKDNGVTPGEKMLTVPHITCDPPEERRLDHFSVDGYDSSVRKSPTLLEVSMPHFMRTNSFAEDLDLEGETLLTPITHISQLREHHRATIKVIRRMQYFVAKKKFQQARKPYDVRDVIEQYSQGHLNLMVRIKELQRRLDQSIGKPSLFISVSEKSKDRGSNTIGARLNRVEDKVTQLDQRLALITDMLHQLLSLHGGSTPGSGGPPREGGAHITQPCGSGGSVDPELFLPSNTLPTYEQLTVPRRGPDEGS
TRPC4 act = activators of mouse TRPC4 channel. Q9QUQ5. HEK293 TRPC4beta/mu-opioid, Fluo4 calcium fluorescence; stronger effect = higher value. B-score at 10 µM. 310,000 tested, 0.49% active. AID 2237;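 active = B-score above 5 SD of library B-scores, and initial fluorescence ratio not above library mean plus 5 SD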;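 note: positive B-score marks a calcium rise read as TRPC4 activation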
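system = HEK293 cells stably co-expressing mouse TRPC4beta and mu-opioid receptor | schedule = Fluo4 dye loading 45 min at room temperature, 110 s recording | measure = B-scored integrated calcium fluorescence ratio | signal = Fluo4 calcium-sensitive dye fluorescence, kinetic, 1 Hz baseline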
PolyA inh = inhibitors of polyadenylation in S. cerevisiae; S. cerevisiae SKY197-pL101 polyadenylation reporter, beta-gal luminescence; efflux-impaired pdr1/pdr3 knockout yeast; score 100 = 6 SD above DMSO; calls only at 12 µM; 300,000 tested, 0.02% active;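 active = lowest replicate activity score at least 50, where 100 means six control SD above control mean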;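 note: yeast exposed to compound for 9 h at 30 °C; higher score means more reporter readthrough which indicates perturbed polyadenylation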
KCNK3 block = human KCNK3 channel inhibition, primary screen; CHO-KCNK3 thallium flux, FluxOR fluorescence; stronger effect = lower value; B-score at 10 µM; 340,000 tested, 0.84% active;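 active = B-score under library mean minus 4 SD, starting fluorescence ratio at most library mean plus 5 SD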;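 note: more negative B-score means stronger inhibition of thallium flux through KCNK3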
Platelet DG rel = modulates dense granule release in human platelets. human platelet-rich plasma, SFLLRN dense granule ATP release, luminescence. AID 1663. 300,000 tested, 0.22% active. inhibition, %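 (compounds screened at 7.5 µM in platelet-rich plasma)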;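 active = mean replicate score, as percent of positive control, at or above 50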
DYRK1A inh = Dyrk1A (rat) kinase inhibition; Q63470; ADP-Glo luminescence, NFATc1 peptide; inhibition, % at 12.5 µM; 310,000 tested, 0.43% active; AID 504441; in the data active = inhibition above about 50%;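 note: plate controls were vehicle with enzyme for no effect and no enzyme for full effect; many of its hits are not listed in these tables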
TRPC4 block = TRPC4 (mouse) channel inhibition; HEK293 TRPC4beta/mu-opioid, DAMGO-evoked Fluo4 calcium flux; stronger effect = lower value; B-score at 10 µM; Q9QUQ5; 300,000 tested, 0.39% active; AID 2247;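 active = B-score over 3 SD under the library average, no early fluorescence shift, positive overall ratio signal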
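Assay system: HEK293 cells with stable TRPC4beta plus mu-opioid receptor expression; Probe or stimulus: DAMGO in two steps, submaximal then maximal; Dosing: single-point compound dosing; Measured by: Fluo4 calcium-dye fluorescence, kinetic read; Read-out basis: B score from integrated Fluo4 fluorescence ratio.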
KCNQ1 act = human KCNQ1 channel potentiation or activation; P51787; CHO-K1 KCNQ1, thallium flux FluxOR fluorescence; stronger effect = higher value; B-score at 10 µM; 310,000 tested, 0.35% active;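 active = fluorescence ratio B-score, a plate-corrected score, at least three library SD, with initial intensity B-score within 5 SD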
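Assay system: CHO-K1 cells stably expressing KCNQ1. Medium: assay buffer for compound exposure, DMSO matched across wells. Timing: 37 °C overnight plating, 90-min dark dye load, 20-min compound pretreatment. Signal: kinetic FluxOR fluorescence, 10 s baseline plus 110 s post-stimulus.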
* marks the source's active call; other numbers are inactive results; i = inactive; . = not tested or not shown.

SMILES | TRPC4 PAM | KCNK9 inh | hERG rescue | KCNQ1 block | TRPC4 act | PolyA inh | KCNK3 block | Platelet DG rel | DYRK1A inh | TRPC4 block | KCNQ1 act
CCSc1nnc(NC(=O)CSc2nncc(=O)n2N)s1 | i | i | -12.1 | i | i | i | i | -6.7 | . | i | i
O=C(CN1CCN(C(=O)c2ccco2)CC1)Nc1ccc(Br)cc1 | i | i | -3.8 | i | i | i | i | -2.9 | 6.3 | i | i
COC(=O)c1ccc(/C=N/OCC(=O)NCCc2ccc(OC)c(OC)c2)cc1 | i | i | -10.1 | i | i | i | i | -3.2 | -7.4 | i | i
O=C(CCCc1nc(-c2ccc(Cl)cc2)no1)NC1CCCCC1 | i | i | -1.1 | i | i | i | i | 4.7 | -3.1 | i | i
CCOC(=O)c1ccccc1NC(=O)COC(=O)C(CC(C)C)NC(N)=O (centres undefined) | i | i | -9.8 | i | i | i | i | 15.8 | 0.2 | i | i
COc1ccc(NC(=O)c2ccccc2NC(=O)CSc2ccc(C)cc2)cc1 | i | i | -2.1 | i | i | i | i | -4.1 | -2.7 | i | i
CCOc1ccc(N(CC(=O)NC2CCCC2)C(=O)CCC(=O)Nc2nc(C)cs2)cc1 | i | i | -5.2 | i | i | i | i | -1.8 | -2.1 | i | i
CC(C)C(OC(=O)c1cc2c(s1)CCCCC2)C(=O)NC(N)=O (centres undefined) | i | i | -6.6 | i | i | i | i | -5.6 | 1.5 | i | i
O=C(C#Cc1ccccc1)c1ccco1 | i | i | -12.5 | i | i | i | i | 1.9 | 0.1 | i | i
CC(=O)C1CCN(Cc2ccccc2)CC1 | i | i | -0.2 | i | i | i | i | -7.3 | -7.4 | i | i
CCOC(=O)c1ccc(N2C(=O)CC(Nc3ccc(CCO)cc3)C2=O)cc1 (centres undefined) | i | i | -4.5 | i | i | i | i | 10.0 | -1.3 | i | i
C=C(C)Cn1c(C(C)NC(=O)CCC)nc2ccccc21 (centres undefined) | i | i | -11.9 | i | i | i | i | 2.7 | -2.3 | i | i
COc1cc(C2CC(=O)Nc3n[nH]c(-c4ccccc4)c32)cc(OC)c1OC (centres undefined) | i | i | -12.9 | i | i | i | . | -14.2 | . | i | i
CC(=O)Nc1cccc(-c2csc(Nc3ccc(Cl)cn3)n2)c1 | i | i | -15.1 | i | i | i | i | 6.8 | 7.2 | i | i
FC(F)(F)c1ccc(Cl)c(N/N=C/c2ccc(N3CCOCC3)s2)c1 | i | -6.94* | -1.5 | i | i | i | i | 2.1 | -1.1 | i | i
CCCCCNCc1ccc(Br)cc1 | i | i | -5.0 | i | i | i | i | 3.0 | -7.4 | i | i
Cc1ccccc1CN1C[C@@H]2C[C@@H](c3cn[nH]c3-c3ccc(F)cc3)N3CCC[C@@]23C1=O | i | i | -13.3 | i | i | i | i | 1.9 | -1.4 | i | i
Cc1cc(NC(=O)c2ccc(F)cc2)n(CCOC(=O)c2ccc(F)cc2)n1 | i | i | -8.9 | i | i | i | i | 5.7 | -1.3 | i | i
Cc1onc(-c2c(F)cccc2Cl)c1C(=O)N=C(N)N1CC(C)OC(C)C1 (centres undefined) | i | i | -3.4 | i | i | i | i | 5.1 | . | i | i
Cc1ccccc1OCC(=O)NC(=S)Nc1ccccc1N1CCN(S(C)(=O)=O)CC1 | i | i | -5.5 | i | i | i | i | 4.0 | . | i | i
CCOc1ccc(/C=N/NC(=O)c2c(-c3ccccc3)noc2C)cc1 | i | i | 0.8 | i | i | i | i | -5.1 | -1.6 | i | i
Cc1c(OCc2ccc([N+](=O)[O-])cc2)ccc2c3c(c(=O)oc12)CCC3 | i | i | -8.8 | i | i | i | i | -11.4 | 5.0 | i | i
O=C(CCS(=O)(=O)c1ccccc1)Nc1ccc(-c2nc3ccccc3s2)cc1 | i | i | -8.0 | i | i | . | i | 2.5 | -5.7 | i | i
O=C(Oc1ccc(Oc2ccccc2)cc1)N1CCC(O)CC1 | i | i | -5.2 | i | i | i | i | -2.3 | 1.0 | i | i
COc1ccc(C(=O)Nc2cccc3c2CCCC3)c(OC)c1 | i | i | -9.0 | i | i | i | i | . | . | i | i
O=C(N/N=C/c1ccncc1)c1cccc(NC(=O)c2ccc(Cl)cc2)c1 | i | i | -2.5 | i | i | i | i | -0.7 | -0.8 | i | i
O=C(N/N=C/c1ccc(Sc2nc3ccccc3s2)c([N+](=O)[O-])c1)c1ccccn1 | i | i | 1.7 | i | i | i | i | 0.9 | -9.0 | i | i
NC(=O)N/N=C/c1ccc(OCc2cccc(Cl)c2)cc1 | i | i | -12.5 | i | i | i | i | 1.8 | -2.0 | i | i
NC(=O)C(=O)N/N=C1\CCc2ccccc21 | i | i | 2.3 | i | i | i | i | -18.1 | 2.3 | i | i
Cc1occc1C(=O)N1CCN(c2ccc([N+](=O)[O-])cc2)CC1 | i | i | -3.1 | i | i | i | i | -4.6 | -6.2 | i | i
O=C1Nc2ccc(S(=O)(=O)N3CCCC3)c3ccc(S(=O)(=O)N4CCCC4)c1c23 | i | i | -9.8 | i | i | i | i | 3.9 | -2.3 | i | i
COc1ccccc1C/C(N)=N/OC(=O)COc1ccc2ccccc2c1 | i | i | -5.4 | i | i | i | i | -7.1 | . | i | i
O=C1CN(C(=O)CNCc2ccc(Cl)cc2)c2ccccc2N1 | i | i | -5.2 | i | i | i | i | -2.1 | -9.1 | i | i
O=C(N/C(=C/c1cccc([N+](=O)[O-])c1)C(=O)N1CCCCC1)c1ccco1 | i | i | -6.2 | i | i | i | i | -4.9 | 2.9 | i | i
Cc1nnn(C23C[C@@H]4C[C@@H](CC(C(=O)N5CCN(c6ccccc6)CC5)(C4)C2)C3)n1 | i | i | -6.5 | i | i | i | i | 0.8 | -2.4 | i | i
O=C(NCCc1ccccc1Cl)C1CCC(=O)N(CC2CCCCC2)C1 (centres undefined) | i | i | -4.0 | i | i | i | i | -5.7 | . | i | i
FC(F)(F)c1cccc(Cn2cnc(NC(=S)NCCc3ccccc3)n2)c1 | i | i | -5.5 | i | i | i | i | 0.5 | 2.4 | i | i
CCOC(=O)C1CCCN(C(=O)c2ccc(Cl)c(S(=O)(=O)N3CCCCCC3)c2)C1 (centres undefined) | i | i | -12.1 | i | i | i | i | 1.3 | -1.8 | i | i
O=C(/C=C\c1ccccc1OC(=O)c1ccccc1F)c1cc2ccccc2o1 | i | i | -3.4 | i | i | i | i | 1.4 | 1.3 | i | i
O=C(NNC(=S)NC(=O)c1cccnc1)c1ccc(F)cc1 | i | i | -4.5 | i | i | i | i | 0.4 | -6.0 | i | i
Cc1cc(OC(C)C(=O)NCc2ccccn2)c2c(C)c(C)c(=O)oc2c1 (centres undefined) | i | i | -6.5 | i | i | i | i | -6.0 | -3.1 | i | i
COCCNC(=O)CS(=O)(=O)Cc1nc(-c2ccc(C)cc2)oc1C | i | i | -2.7 | i | i | i | i | 3.3 | -1.2 | i | i
CSC1=NCCN1C(=O)COc1ccc2ccccc2c1 | i | i | -4.7 | i | i | i | i | -12.3 | -7.2 | i | i
COC(=O)c1cccc(NC(=O)CCCOc2ccccc2)c1 | i | i | -7.3 | i | i | i | i | -3.2 | 13.0 | i | i
COc1ccc(C(=O)Nc2c(F)c(F)c(F)c(F)c2F)c(OC)c1 | i | i | -4.3 | i | i | i | i | -0.9 | -1.1 | i | i
CC1=NC(=O)C(N=Nc2cccc(O)c2)N1c1ccccc1 (centres undefined) | i | i | -13.3 | i | i | i | i | -4.1 | 2.8 | i | i
O=C(Nc1ccccc1)[C@@H]1CC=C[C@@H]2CCN(Cc3ccccc3)C(=O)[C@@H]21 | i | i | -8.8 | i | i | i | i | -0.9 | 1.4 | i | i
O=c1c2ccccc2ncn1-c1ccccc1F | i | i | -9.0 | i | i | i | i | -0.4 | 8.1 | i | i
COc1ccc(-c2[nH]n(-c3ccc([N+](=O)[O-])cc3)c(=O)c2C=NCC2CCCO2)cc1 (centres undefined) | i | i | -5.8 | i | i | i | i | -0.6 | 1.1 | i | i
Cc1c(Cl)cccc1Nc1nc(N)nc(CN2CCc3ccccc3C2)n1 | i | i | -11.0 | i | i | i | i | . | 13.5 | i | i
COc1ccc(-c2nc(CS(=O)(=O)CC(=O)NC3CCCCC3C)c(C)o2)cc1 (centres undefined) | i | i | -7.2 | i | i | i | i | -9.6 | -5.2 | i | i
Cc1ccc(-n2c3c(c(=O)[nH]c2=O)C(NS(=O)(=O)c2ccc(Cl)cc2)(C(F)(F)F)C(=O)N3)cc1 (centres undefined) | i | i | -8.7 | i | i | i | i | -4.8 | -1.8 | i | i
CCC1=Nc2cc(C(=O)NCC3CCCO3)ccc2Sc2ccc(Cl)cc21 (centres undefined) | i | i | -9.1 | i | i | i | i | -0.4 | 0.9 | i | i
O=C(Cc1ccc(F)cc1)Nc1cccc(S(=O)(=O)N2CCCC2)c1 | i | i | -15.4 | i | i | i | i | -2.3 | -10.5 | i | i
Cc1cccc(OCCCn2c(=O)oc3ccccc32)c1 | i | i | -12.4 | i | i | i | i | 4.1 | 11.5 | i | i
COc1ccc(NC(=O)/C(N=Nc2cc(S(=O)(=O)Nc3ccc(OC)cc3)ccc2OC)=C(\C)O)cc1 | i | i | -6.0 | i | i | i | i | 6.2 | -4.1 | i | i
Cc1ccc2cc(C)c3nnc(SCC(=O)NCc4ccco4)n3c2c1 | i | i | -9.8 | i | i | i | i | -5.5 | 3.2 | i | i
COc1cc(NC(=O)C2=CC(c3ccco3)=NS(=O)(=O)N2C)cc(OC)c1OC | i | i | 1.0 | i | i | i | i | 9.2 | 1.3 | i | i
COc1cc(OC)c2c(-c3ccccc3)cc(=O)oc2c1C(CCN1CCCCC1)c1ccc(N(C)C)cc1 (centres undefined) | i | i | -16.0 | i | 116* | i | i | 1.3 | -0.4 | i | i
CCCc1ccc(-c2csc(NC(=O)Cc3cccs3)n2)cc1 | i | i | -6.2 | i | i | i | i | -24.6 | -9.7 | i | i
CN(C)C(CNC(=O)CCc1c[nH]c2ccccc12)c1ccccc1 (centres undefined) | i | i | -6.3 | i | 138* | i | i | 2.8 | -0.3 | i | i
Cc1ccccc1CN1CCC(n2nccc2NC(=O)c2cccnc2)CC1 | i | i | -7.9 | i | i | i | i | 6.1 | -3.9 | i | i

These rows are one share of the data (hit frequency here may not be typical).
